# BAP1 block: blocks human BAP1 ubiquitin-AMC hydrolysis; Q92560; recombinant BAP1, Ub-AMC hydrolysis fluorescence kinetic; hits give low values; activity remaining (% of control), % at 20 µM; 0.48% of 72,000 active;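 active = activity remaining at or below 50% of control, provided the compound also passes the data quality filters; inactive = the rest, including low values that fail the filters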;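 also: 100% = DMSO wells rate and 0% = substrate alone blank rate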
# Target sequence (Q92560 whole entry, looked up): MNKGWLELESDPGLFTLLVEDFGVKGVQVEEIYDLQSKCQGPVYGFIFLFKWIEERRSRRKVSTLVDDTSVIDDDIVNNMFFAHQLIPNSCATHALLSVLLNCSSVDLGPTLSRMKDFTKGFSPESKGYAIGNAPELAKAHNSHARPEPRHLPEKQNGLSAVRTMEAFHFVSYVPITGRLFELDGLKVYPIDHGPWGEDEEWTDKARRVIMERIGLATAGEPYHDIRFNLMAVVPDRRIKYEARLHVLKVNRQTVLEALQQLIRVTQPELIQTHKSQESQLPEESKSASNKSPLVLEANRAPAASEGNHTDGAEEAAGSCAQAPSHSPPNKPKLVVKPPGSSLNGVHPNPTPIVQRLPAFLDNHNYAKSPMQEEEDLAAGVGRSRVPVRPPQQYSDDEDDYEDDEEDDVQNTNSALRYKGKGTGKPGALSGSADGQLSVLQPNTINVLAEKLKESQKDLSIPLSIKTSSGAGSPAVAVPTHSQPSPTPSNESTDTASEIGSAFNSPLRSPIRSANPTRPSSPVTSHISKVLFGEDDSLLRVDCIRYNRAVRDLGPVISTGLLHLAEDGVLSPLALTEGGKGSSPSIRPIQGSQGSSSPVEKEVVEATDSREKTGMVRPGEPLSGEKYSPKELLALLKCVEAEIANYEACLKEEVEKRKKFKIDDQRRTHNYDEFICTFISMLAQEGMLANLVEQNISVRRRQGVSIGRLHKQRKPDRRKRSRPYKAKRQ
# HePTP inh: inhibitors of human HePTP phosphatase | recombinant HePTP phosphatase activity, OD absorbance | P35236 | 0.64% of 110,000 active | inhibition, % at 20 µM; in the data active = inhibition above about 50%;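 also: plate controls were vehicle for no effect and reference inhibitor for full effect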
# Target sequence (P35236 whole entry, looked up): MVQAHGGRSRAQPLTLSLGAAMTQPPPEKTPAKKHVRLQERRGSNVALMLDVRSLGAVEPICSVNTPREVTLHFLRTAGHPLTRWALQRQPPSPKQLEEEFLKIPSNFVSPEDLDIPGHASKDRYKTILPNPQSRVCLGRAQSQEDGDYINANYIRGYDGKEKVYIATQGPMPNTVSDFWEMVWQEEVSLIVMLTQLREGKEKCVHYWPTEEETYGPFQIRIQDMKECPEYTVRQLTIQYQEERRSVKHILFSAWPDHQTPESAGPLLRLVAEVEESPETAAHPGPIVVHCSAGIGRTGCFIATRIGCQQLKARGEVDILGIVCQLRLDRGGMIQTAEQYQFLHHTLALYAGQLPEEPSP
# Active calls of the source: *; · = no result given; & = joins results of further samples.
BAP1 block | HePTP inh | structure
96 | 3 | COc1cc(NC(=O)c2ccccc2)c(OC)cc1NC(=O)CN1CCOCC1
77 | 3 | O=C(COc1ccc(S(=O)(=O)N2CCCC2)cc1Cl)NC1CC1
127 | · | CC1=C(C(=O)OCCOc2ccccc2)C(c2ccc(F)cc2)C2=C(CCCC2=O)N1 (stereo not drawn)
· | 6 | C/C(=N/NC(=O)c1ccccc1)c1ccc(F)cc1
103 | -7 | CCOC(=O)N1CCN(C(=O)Cc2ccsc2)CC1
93 | 3 | CCc1ccc(-n2c(O)cnc2Nc2nc(C)cc(C)n2)cc1
· | -3 | O=C(Nc1ccc(S(=O)(=O)N2CCc3ccccc32)cc1)c1cccc([N+](=O)[O-])c1
· | 2 | Cc1cc(C(=O)N=Nc2c(O)n(Cc3ccccc3)c3ccc(Br)cc23)n[nH]1
110 | 7 | CCC(C)NS(=O)(=O)c1ccc(OCC(=O)NCc2ccco2)cc1 (stereo not drawn)
104 | 10 | Cc1ccc(S(=O)(=O)N(c2cccc(C(F)(F)F)c2)C2C=CS(=O)(=O)C2)cc1 (stereo not drawn)

# Overlap with the part before: three entries, followed by the next part.
BAP1 block | HePTP inh | structure
· | 2 | Cc1cc(C(=O)N=Nc2c(O)n(Cc3ccccc3)c3ccc(Br)cc23)n[nH]1
110 | 7 | CCC(C)NS(=O)(=O)c1ccc(OCC(=O)NCc2ccco2)cc1 (stereo not drawn)
104 | 10 | Cc1ccc(S(=O)(=O)N(c2cccc(C(F)(F)F)c2)C2C=CS(=O)(=O)C2)cc1 (stereo not drawn)
81 | 4 | COC(=O)CC1Oc2ccccc2N(Cc2ccc(C)cc2)C1=O (stereo not drawn)
112 | 0 | Cc1cc2cc(CN(Cc3ccco3)C(=O)C3CCCCC3)c(=O)[nH]c2cc1C
113 | 1 | COc1ccc(-n2cnnc2SCCC#N)cc1
· | 6 | CCc1ccc(S(=O)(=O)Nc2ccc([N+](=O)[O-])c3ccccc23)cc1
· | -2 | CCOc1ccc(N2C(=O)c3ccccc3NC2c2ccc(Br)cc2)cc1 (stereo not drawn)
135 | 8 | CCOC(=O)CCC(=O)O[C@H]1[C@H](O[C@@H]2[C@@H](C)[C@H](O[C@H]3C[C@@](C)(OC)[C@@H](O)[C@H](C)O3)[C@@H](C)C(=O)O[C@H](CC)[C@@](C)(O)[C@H](O)[C@@H](C)C(=O)[C@H](C)C[C@@]2(C)O)O[C@H](C)C[C@@H]1N(C)C
104 | 3 | COC(=O)[C@H](CCSC)NC(=O)N1CCN(Cc2ccccc2)CC1
120 | -7 | Cn1c(=O)c2c(nc(SCC(=O)NCc3ccc4c(c3)OCO4)n2Cc2ccccc2)n(C)c1=O
119 | 0 | O=C(CN1CCN(S(=O)(=O)c2ccc(F)cc2)CC1)Nc1ccc(Cl)c(C(F)(F)F)c1
66 | -3 | COc1ccc(C(=O)CSc2nnc(C3CCCCC3)n2N)c(OC)c1
101 | 1 | O=C(CCn1cccc1)Nc1nccs1
· | -3 | Cc1ccccc1-c1nc2cc(NC(=S)NC(=O)c3ccc(Cl)cc3)ccc2o1
· | -11 | O=C(Nc1cccc(NC(=O)c2ccc(Cl)cc2Cl)c1)c1ccc2ccccc2c1
110 | 2 | COCC(=O)Nc1ccc(S(=O)(=O)NCCc2ccccc2)cc1
95 | 8 | CNC(=O)c1c[nH]n2c(=O)c(Cc3ccccc3F)c(C)nc12
· | 6 | CCN(CC)S(=O)(=O)c1ccc(NC(=O)c2cccc([N+](=O)[O-])c2)cc1
93 | 2 | Cc1ccc(-n2c(SCC(=O)NCC3CCCO3)nnc2-c2ccoc2C)cc1 (stereo not drawn)
· | -3 | Cc1ccc(N(C(=O)COc2ccc(F)cc2)C2C=CS(=O)(=O)C2)cc1 (stereo not drawn)
· | -7 | C/C(=N\N1CCN(Cc2cccc3ccccc23)CC1)c1ccccc1O
94 | 5 | O=C(NCCc1ccccc1)NC1CCCCC1

# Among those listed so far, these contain four or more nitrogen atoms.
BAP1 block | HePTP inh | structure
93 | 3 | CCc1ccc(-n2c(O)cnc2Nc2nc(C)cc(C)n2)cc1
· | 2 | Cc1cc(C(=O)N=Nc2c(O)n(Cc3ccccc3)c3ccc(Br)cc23)n[nH]1
113 | 1 | COc1ccc(-n2cnnc2SCCC#N)cc1
120 | -7 | Cn1c(=O)c2c(nc(SCC(=O)NCc3ccc4c(c3)OCO4)n2Cc2ccccc2)n(C)c1=O
66 | -3 | COc1ccc(C(=O)CSc2nnc(C3CCCCC3)n2N)c(OC)c1
95 | 8 | CNC(=O)c1c[nH]n2c(=O)c(Cc3ccccc3F)c(C)nc12
93 | 2 | Cc1ccc(-n2c(SCC(=O)NCC3CCCO3)nnc2-c2ccoc2C)cc1 (stereo not drawn)

# Next section
BAP1 block | HePTP inh | structure
· | 0 | CCCc1ccc(-c2csc(N)n2)cc1
· | -4 | CCOc1ccc(CNc2cccc(C)c2)cc1
82 | -4 | C=CCn1cc(C(=O)N2CCN(C)CC2)c(=O)c2cc(S(=O)(=O)N3CCCC3)ccc21
51 | -4 | CCOC(=O)c1oc2ccccc2c1CSc1nnnn1-c1ccc(C)cc1
· | 4 | c1ccc(CNc2ncnc3c2ncn3C2CCCCO2)cc1 (stereo not drawn)
100 | 1 | COc1ccc(OC)c(NC(=O)c2cn(C)c(=O)c3cc(OC)c(OC)cc23)c1
· | 8 | Cc1ccccc1NC(=O)CSc1nc(O)c(Cc2ccccc2)c(=O)n1-c1ccccc1
· | -6 | Cc1cc(/C=N\Nc2ccc([N+](=O)[O-])cn2)c(C)n1-c1ccc(O)cc1
· | -2 | O=C(Nc1ccc(OCc2ccccc2)cc1)Nc1cccc(Cl)c1
· | 0 | CC1(C(=O)N(c2ccccc2)C(C(=O)NC2CCCC2)c2ccccn2)CC(=O)N=C2C=CC=CN21 (stereo not drawn)
· | -1 | COc1cc(OC)c(OC)cc1CN1CCN(C(=O)c2ccccc2F)CC1
88 | -6 | COc1cc(C)nc(OCCNC(=O)COc2ccc(Cl)cc2C)n1
· | 2 | C=C(C)CSc1nnc(-c2cc(OC)c(OC)c(OC)c2)n1N
· | 10 | O=C(Nc1cccc(Cl)c1Cl)c1cc(-c2cccs2)nc2ccccc12
104 | 9 | CNC(=O)NCCN1CCCC1=O
· | 0 | O=C(COc1ccccc1)Nc1ccc(S(=O)(=O)N2CCCCCC2)cc1
41* | -1 | CCCCn1c2c(c3ccccc31)CCc1nonc1-2
104 | 0 | C=CCOC(=O)CCP(=O)(CCC(=O)OCC=C)c1ccccc1
96 | 7 | O=C(Nc1cccc(C(=O)N2CCOCC2)c1)NC1CCCCC1
77 | 7&-7 | O=C1c2ccccc2C(=O)N1CCN1CCc2ccccc21
83 | 6 | Cn1c(=O)c2c(nc(SCC(=O)Nc3ccc(N4CCOCC4)c(Cl)c3)n2C)n(C)c1=O
92 | 6 | CCC1Sc2ccccc2N(CC(=O)NC2CCCC2)C1=O (stereo not drawn)
· | -16 | O=S(=O)(NCc1ccco1)c1ccc(Cl)c(Cl)c1
96 | 8 | O=S(Cc1ccc(Cl)cc1)CC(O)COc1ccc(Cl)cc1 (stereo not drawn)
· | 3 | COc1ccc(NC(=O)C(=O)NCc2ccc(Cl)cc2)c(OC)c1
· | 7 | COc1ccc(C(=O)N2CCN(c3cccc(C)c3C)CC2)cc1OC
· | -5 | Cc1ccc(OCCCCCSC#N)cc1C
76 | 6 | COc1ccc(OC)c(NC(=O)COC(=O)c2ccc(-n3cnnn3)cc2)c1
· | -11 | CCOc1ccc(NC(=O)c2ccoc2C)cc1
· | -7 | O=C(COc1ccccc1[N+](=O)[O-])NCc1ccco1
95 | 2 | COc1ccccc1N1CCN(Cc2ccc(Br)o2)CC1
87 | · | CCOc1ccc2cc(C(=O)Nc3ccccc3)c(=O)oc2c1
· | -2 | CC1=C(C(=O)OC(C)C)C(c2ccccc2F)NC(=S)N1 (stereo not drawn)
75 | 10 | Cc1cccc(N2C(=O)CC(N3CCN(C(=O)c4ccccc4)CC3)C2=O)c1 (stereo not drawn)
109 | 3 | Cn1ccnc1Sc1nc2ccccc2nc1NS(=O)(=O)c1ccccc1
· | 10 | COc1cccc(C(=O)N2CCN(C(=O)COc3ccccc3)CC2)c1
54 | -9 | COc1ccc(C2C(C(C)=O)=C(C)N=c3s/c(=C/c4ccc5c(c4)OCO5)c(=O)n32)cc1 (stereo not drawn)
97 | 2 | COC(=O)CCC(=O)Nc1ccc(NC(=O)CCC(=O)OC)cc1
96 | 7&2 | O=c1oc2ccccc2c2c1ncn2C1CCCCC1
99 | 2 | N#CCSc1nnc(N)s1
106 | 10 | CCCNC(=O)c1cc(-c2ccco2)on1
· | -15 | CCC(CC)NCc1cccc([N+](=O)[O-])c1
· | 1 | COc1ccc(OC)c(/C=N/n2nnnc2N)c1
60 | · | C=CCNc1nc(OC(C(F)(F)F)C(F)(F)F)nc(N2CCCCC2)n1
106 | 9 | O=C(c1cnn2ccccc12)N1CCCc2ccccc21
· | 11 | O=C(COc1ccccc1Cl)NCc1cccnc1
75 | 5 | COc1cccc(-c2noc(-c3cccnc3)n2)c1
94 | 10 | CCOC(=O)N1CCN(C(=O)Cc2ccc(Cl)cc2)CC1
· | 7 | O=C(O)CCCCCN1C(=O)C(=O)/C(=C(/O)c2ccc(F)cc2)C1c1cccc([N+](=O)[O-])c1 (stereo not drawn)
· | -13 | CN(C)c1ccc(/C=C/C=C2/SC(N)=NC2=O)cc1

# (next part)
BAP1 block | HePTP inh | structure
· | 10 | CCOc1cc(OCC)cc(C(=O)Nc2ccc(Cl)c(Cl)c2)c1
· | -7 | COC(=O)C1=C(C)N(c2ccccc2F)C(=O)/C1=C\c1ccc(F)cc1
61 | · | [O-][N+](=Cc1cccc(Br)c1)c1ccccc1
63 | 8 | NCCN1CCN(CCN)CC1
· | 6 | CN=C1SC(CC(=O)Nc2sc(C)c(C)c2C(=O)OC)C(=O)N1C (stereo not drawn)
79 | 7 | CCOC(=O)CNC(=O)CSc1nnc(-c2cccc(C)c2)n1-c1ccc(OC)cc1
· | -4 | O=Cc1cc(Br)ccc1OCc1c(F)cccc1Cl
174 | 4 | CCOc1ccc(N2COc3ccc4ccccc4c3C2)cc1
90 | · | Cc1cc[n+](Cc2cnc(C)nc2N)cc1
· | 6 | COc1ccccc1NC(=O)C1=C(C)NC(=S)NC1c1cccc(OC)c1OC (stereo not drawn)
100 | 6 | O=C(O)Cn1cc2c(n1)CCCCC2
· | -12 | Cc1ccc(C(=O)c2ccc(Br)cc2)cc1S(=O)(=O)NCc1ccccc1
88 | 1 | COc1cc(C(=O)N2CCCN(c3nc4cc(C)ccc4cc3C#N)CC2)cc(OC)c1OC
· | -1 | C/C(=N\Nc1nc(-c2ccc(C)cc2)nc2ccccc12)c1ccc(N)cc1
77 | -6 | COc1ccc(S(=O)(=O)n2ccnc2)c2cccnc12
94 | 5 | COc1cc([C@H]2[C@@H]3CCCC[C@]3(O)CCN2CC(=O)Nc2ccc(C)cc2)ccc1O
96 | 3 | O=C(NCCCNCc1ccccc1)c1ccccn1
93 | 4 | CCc1c(C)n2nc(C)cc2[nH]c1=O
96 | -7 | Cc1nc2nc(C)c(CCC(=O)NC(C)c3ccc4c(c3)OCCO4)c(C)n2n1 (stereo not drawn)
98 | 6 | Cc1nnc(SCC(C)C)[nH]c1=O
70 | · | CC1=CN2C(=O)CC(=O)N=C2C=C1
· | -26 | Clc1ccc(/C=N/Nc2cc(N3CCOCC3)nc(N3CCOCC3)n2)c(Cl)c1
· | 5 | Cc1cccc(OCC(=O)Nc2ccccc2C(C)C)c1C
· | 4 | COC(=O)/C(=C\C=C\N(C)c1ccccc1)C(C)=O
56 | -10 | Cn1c(=O)c2c(ncn2CC(O)CNc2ccc(Cl)cc2)n(C)c1=O (stereo not drawn)
165 | · | Cc1ccsc1CC1C(=O)N(C)C(=O)N(C)C1=O
97 | 10 | CCC(C)[C@@H](C(=O)Nc1ccc(OC)c(OC)c1)N1Cc2ccccc2C1=O (stereo partly drawn)
104 | 2 | COc1ccc(-c2nnc3ccc(SC)nn23)cc1
92 | 2&-10 | COc1ccc(-c2n[nH]c(=S)n2C2CCCCC2)cc1
· | -6 | CC(=O)c1ccc2c(c1)C1C=CCC1C(c1cccc([N+](=O)[O-])c1)N2 (stereo not drawn)
· | 10 | Brc1ccc(-c2nc(NCCCN3CCOCC3)c3ccccc3n2)cc1
· | -3 | Cc1cc([N+](=O)[O-])ccc1N=Cc1ccc([N+](=O)[O-])s1
· | 6 | O=C1c2ccc(-c3nc4ccccc4c(=O)o3)cc2C(=O)N1c1cccc(I)c1
87 | 5 | CCS(=O)(=O)Nc1cc(-c2nc3cccnc3s2)ccc1C
81 | 9 | COC(=O)c1c(NC(=O)c2ccoc2C)sc2c1CCC2
· | 2 | O=C(NCCCN1CCOCC1)C(=O)Nc1cccc(Cl)c1Cl
· | -5 | CCN(CC)c1ccc(/C=C2\C(=O)NC(=O)N(c3ccc(Cl)cc3)C2=O)o1
105 | -8 | O=C1CCc2nc3sc4c(c3c(=O)n2N1)CCCC4
· | 6 | O=C1NN(c2cccc(Cl)c2)C(=O)/C1=C\c1ccccc1O
107 | 6 | O=C(NCc1ccc2c(c1)OCO2)C1CCCN1C(=O)Nc1ccc(F)cc1 (stereo not drawn)
· | 4 | COC(=O)c1c(NC(=O)c2ccncc2)sc2c1C(C(=O)OC)CC2 (stereo not drawn)
100 | 5 | CCN(CC)C(=O)C1CCCN(Cc2ccc(N(C)C)cc2)C1 (stereo not drawn)
· | -15 | CSc1nnc2c(n1)OC(C1CC=C(C)CC1C)Nc1ccccc1-2 (stereo not drawn)
· | 4 | COc1ccccc1N1C(=O)S/C(=C\c2cccc(Br)c2)C1=O
· | -3 | O=C(Nc1ccccc1)Nc1ccc(C(=O)N2CCOCC2)cc1
71 | -2 | CCOC(=O)N1CCC(NC(=O)c2cc3sccc3n2CC)CC1
91 | 4 | Cc1csc(NC(=O)CSc2nnc(Cc3cccn3C)n2-c2ccc(F)cc2)n1
58 | 6 | COc1cc(NC(=O)c2ccco2)ccc1NC(=O)c1ccccc1Cl
· | 29 | CCC/C(O)=C1\C(=O)CC(C)(C)CC1=Nc1ccccc1
91 | 8 | COC(=O)C(C#N)c1nc2ccccc2nc1N1CCN(Cc2ccc3c(c2)OCO3)CC1 (stereo not drawn)
93 | -4 | CC(C)(C)OC(=O)N1CCC(C(N)=O)CC1

# Assay outcomes as filed in PubChem.
